Screening data from PubChem.
LGR2 inh – blocks bursicon-induced cAMP signaling via Drosophila LGR2; HEK293 LGR2, CRE-luciferase, bursicon-stimulated, 4 h; inhibition, % at 9.99 µM; 0.35% of 380,000 active; AID 720647;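 active = drop in luminescence signal, shown as inhibition above about 50% in the replicate tests, limit read from the data, passing the limit was not always enough; inconclusive = probably only some replicates passing the limit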;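 note: agonist challenge used bursicon conditioned medium at about half maximal strength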
SIRT5 block – sirtuin-5 (human) deacylase inhibition. Purified SirT5, succinyl-peptide AMC, trypsin-coupled fluorescence. inhibition, % at 15 µM. 1.1% of 330,000 active. AID 652115; in the data active = inhibition above about 15%; inconclusive = no clear call, values can overlap the other calls
Target sequence (Q9NXA8 whole entry, looked up): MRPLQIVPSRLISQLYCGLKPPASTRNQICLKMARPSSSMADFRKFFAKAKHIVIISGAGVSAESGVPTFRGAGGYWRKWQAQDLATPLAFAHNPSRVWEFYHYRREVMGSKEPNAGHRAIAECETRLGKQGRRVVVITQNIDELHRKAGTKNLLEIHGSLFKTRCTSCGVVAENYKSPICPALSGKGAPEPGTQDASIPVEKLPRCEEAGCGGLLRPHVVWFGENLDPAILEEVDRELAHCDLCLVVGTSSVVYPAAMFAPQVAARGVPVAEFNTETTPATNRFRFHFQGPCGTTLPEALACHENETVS
PAX8 reporter – lowers PAX8-driven luciferase in RMG-I cells. RMG-I TPO-luciferase reporter, SteadyGlo, 24 h. 1.2% of 360,000 active. inhibition, % at 12.6 µM;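 active = mean replicate inhibition at least 60% with every replicate also reaching 60%; inconclusive = only one of the two criteria is met; inactive = mean below 60% and not all replicates reaching 60%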;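 note: luciferase light reporting Pax8 driven TPO promoter activity; plate controls were median of neutral control wells for no effect and mitoxantrone controls for full effect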
DENV2 CPE – inhibitors of DENV2 cytopathic effect; DENV2-infected cells, cytopathic effect rescue, plate reader; CPE inhibition, % at 9.99 µM; 1.7% of 350,000 active; AID 651640; in the data active = CPE inhibition above about 20%, passing the limit was not always enough; inconclusive = no clear call, values can overlap the other calls; tested in BHK-21 cells;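 note: 0% = median of neutral control wells and 100% = median of positive control wells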
Casp6 inh – caspase-6 (human) enzyme inhibition; P55212; purified caspase-6, Z-VEID-R110 cleavage fluorescence; inhibition, % at 12.5 µM; 0.53% of 350,000 active; AID 686996;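 active = mean inhibition across replicates at least about 35%, with every replicate also reaching that limit, limit read from the data; inconclusive = only one of the two criteria met; inactive = neither criterion met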;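 note: 0% = median of neutral control wells and 100% = no fluorescence left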
Target sequence (P55212 24-179 limits assumed): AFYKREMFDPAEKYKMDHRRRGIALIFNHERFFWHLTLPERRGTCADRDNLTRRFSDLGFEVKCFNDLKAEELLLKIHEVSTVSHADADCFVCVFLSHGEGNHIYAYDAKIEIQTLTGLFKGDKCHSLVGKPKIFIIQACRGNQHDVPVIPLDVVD
Target sequence (P55212 194-293 limits assumed): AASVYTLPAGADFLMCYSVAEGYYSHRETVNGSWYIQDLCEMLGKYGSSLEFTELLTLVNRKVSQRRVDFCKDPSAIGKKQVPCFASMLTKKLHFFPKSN
ARNT TACC3 PPI – ARNT/TACC3 interaction disruption | inhibition, % at 9.99 µM | Q9Y6A5 | AlphaScreen His-ARNT PAS-B/GST-TACC3 binding, luminescence; TACC3 fragment carries E629A point mutation | 0.66% of 390,000 active;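 active = mean inhibition of replicates at least 50% and at least half of replicates each reaching 50%; inconclusive = half or more replicates reach 50% but mean below 50%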;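 note: 0% = complete ARNT plus TACC3 wells and 100% = ARNT alone without TACC3; many hits fall short of the cut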
EWS-Fli inh – blocks EWS/Fli oncoprotein-driven transcription. AID 651661. inhibition, % at 12.6 µM. A673 NR0B1-luciferase reporter, viability-normalised. 0.67% of 350,000 active;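 active = mean inhibition of at least 50% after viability correction, with every replicate also passing that limit; inconclusive = mean reaches 50% but only one of two replicates passes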;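 note: firefly luciferase signal divided by Alamar Blue viability fluorescence both relative to DMSO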
Numbers without * were called inactive; ? = inconclusive; . = not tested or not shown; & = joins results of further samples.

Fields – LGR2 inh	SIRT5 block	PAX8 reporter	DENV2 CPE	Casp6 inh	ARNT TACC3 PPI	EWS-Fli inh
1) O=C(Cc1ccccc1)N1C[C@@H]2[C@H](c3ccccc31)[C@H](CO)N2C(=O)c1cccc(F)c1
  -1	-1	-7	-10	4	-1	9
2) O=C(C[C@H]1CC[C@@H]2[C@H](COC[C@H](O)CN2CCc2ccccc2)O1)NCc1ccccc1
  -1	12	-2	1	0	-6	0
3) CCOC(=O)c1[nH]ncc1CN1CCC(Cc2ccccc2)(C(=O)OCC)CC1
  -3	-6	8	.	-3	19	1
4) Cc1noc(C)c1-c1csc(N2CCC(C(N)=O)CC2)n1
  -44	.	-152	-1	.	1	-87
5) C[C@H]1CN([C@@H](C)CO)C(=O)c2cc(-c3ccc(C#N)cc3)cnc2O[C@@H]1CN(C)CC1CCCCC1
  6	-18	2	19	2	-9	4
6) CCN(c1ccccc1)S(=O)(=O)c1cccc(C(=O)OCc2nc3sc(C)c(C)c3c(=O)[nH]2)c1
  3	-2	12	.	-1	.	9
7) COCC(=O)Nc1ccc2c(c1)[C@H]1C[C@H](CC(=O)N3CCCCC3)O[C@@H](CO)[C@H]1O2
  0	.	-9	2	.	-4	-1
8) Cc1noc(C)c1S(=O)(=O)Nc1ccc2c(c1)C(=O)N([C@@H](C)CO)C[C@@H](C)[C@H](CN(C)C(=O)Nc1cccc3ccccc13)O2
  -14	0	.	6	14	4	0
9) CCC(=O)N1CCCCN2[C@@H](CO)[C@@H](c3ccc(C#Cc4ccccc4)cc3)[C@@H]2C1
  -9	-3	-14	-10	-3	2	3
10) C[C@@H]1CCCCO[C@H](CN(C)Cc2ccc3c(c2)OCO3)[C@H](C)CN([C@H](C)CO)C(=O)c2cc(NC(=O)Nc3ccc(C(F)(F)F)cc3)ccc2O1
  1	3	-22	-32	-2	12	9
11) C[C@@H]1CN([C@H](C)CO)C(=O)Cc2cc(NC(=O)NC3CCCCC3)ccc2O[C@H]1CN(C)S(=O)(=O)c1cn(C)cn1
  1	-1	-29	1	5	.	-8
12) CCOC(=O)N1CCN(C(=O)C2CCN(C(=O)c3cc4sccc4n3CC)CC2)CC1
  8	-10	-11	-3	0	-4	1
13) CC(C)N1C(=O)/C(=C\c2nc3ccccc3c(=O)n2-c2ccccc2)c2ccccc21
  ?	.	35	.	.	-9	.
14) COc1ccc(C2CC(=O)C(C=NCCO)=C(O)C2)cc1 (stereo not given)
  -5	23*	14	-2	-1	-7	15
15) CCOC(=O)C1CCCN(C(=O)c2ccc(-c3ccc([N+](=O)[O-])cc3)o2)C1 (stereo not given)
  17	0	-38	15	3	12	6
16) CCS(=O)(=O)c1ccc(C(=O)Nc2ccccc2OC)c(Cl)c1Cl
  6	3	0	0	-1	-6	-3
17) CCC(=O)NC(=S)Nc1ccc(NC(=O)CC)cc1
  -10	.	-22	.	.	-2	.
18) CCCCNC(=O)c1onc(CSc2cc(C)ccc2C)c1C(=O)O
  -6	2	8	-4	-1	-5	-4
19) O[C@@H]1C[C@H](c2ccc(Cl)cc2)N(Cc2cccs2)C[C@H]1n1cc(C2CC2)nn1
  .	.	-5	-11	1	.	-10
20) Cc1ccc(S(=O)(=O)N(C)C[C@H]2OCCCC[C@@H](C)Oc3ccc(NC(=O)CCC(F)(F)F)cc3C(=O)N([C@@H](C)CO)C[C@H]2C)cc1
  5	9	19	-2	.	-3	8
21) C=CCn1c(O)c(N=NC(=O)CNC(=O)c2cccs2)c2ccccc21
  0	-1	-5	4	1	.	5
22) C[C@@H]1CCCCO[C@@H](CN(C)Cc2ccc(C(F)(F)F)cc2)[C@@H](C)CN([C@H](C)CO)C(=O)c2cc(NS(=O)(=O)c3ccc(F)cc3)ccc2O1
  15	4	-2	-12	-4	4	-14
23) FC(F)(F)c1cccc(NC(=S)N2CCN(c3ccccc3)CC2)c1
  17	-2	5	.	0	-12	2
24) Cc1ccc(C(C)C)c(OCc2ccc(C(=O)N/N=C/c3ccc(C(=O)O)cc3)cc2)c1
  -59	-2	-50	-10	2	-5	32
25) O=C(O)CCC(=O)NC(c1ccccc1)c1ccccc1
  25	10	-4	1	-5	4	-1
26) O=C(CSc1nnc(-c2c[nH]c3ccccc23)o1)N1CCCCC1
  -21	-1	.	11	1	-1	-37
27) Cc1ccc(NC(=O)CN(C)CC(=O)Nc2ccc(N3CCOCC3)cc2)cc1F
  -5	-6	9	.	0	-3	1
28) CC(=O)c1cccc(-n2c(CCC(=O)O)ccc2-c2ccc(C)cc2)c1
  -10	8	.	.	9	7	.
29) O=C(C[C@@H]1C[C@H]2c3cc(NC(=O)C4CCOCC4)ccc3O[C@H]2[C@@H](CO)O1)NCc1ccccc1F
  -5	-4	-5	-1	0	-3	2
30) COc1ccc(N=C2SC(CC(=O)Nc3ccccc3)C(=O)N2CCN2CCOCC2)cc1 (stereo not given)
  3	-8	12	0	2	3	3

Next section
Fields – LGR2 inh	SIRT5 block	PAX8 reporter	DENV2 CPE	Casp6 inh	ARNT TACC3 PPI	EWS-Fli inh
31) C[C@@H]1CN([C@H](C)CO)S(=O)(=O)c2ccc(C#Cc3ccc(F)cc3)cc2O[C@@H]1CN(C)CC1CC1
  3	10	.	-7	-3	12	3
32) C[C@@H]1CN([C@H](C)CO)C(=O)c2cccc(NS(=O)(=O)c3ccc(Cl)cc3)c2O[C@@H]1CN(C)C(=O)Nc1ccc2c(c1)OCO2
  -7	4	12	-4	-1	15	-11
33) COc1cccc(-c2ccc([C@H]3[C@H](CO)N4CCCCN(C(=O)c5ccc(F)cc5)C[C@@H]34)cc2)c1
  1	1	-3	37*	2	3	8
34) Cn1nc(C(=O)NCc2cccc(Cl)c2)c2c1-c1ccccc1S(=O)(=O)C2
  2	1	13	-3	-1	3	-12
35) CCC(C(=O)NCCCN1CCN(C)CC1)n1nc(C)c2sc3ccccc3c2c1=O (stereo not given)
  -13	-3	-5	-2	-49	-1	.
36) Cc1ccc(NCc2n[nH]c(=S)n2-c2cccc(Cl)c2)cc1
  -44	3	10	2	6	4	3
37) COc1ccc(-c2csc(NC(=O)c3ccc(N4C(=O)CCC4=O)cc3)n2)cc1OC
  15	-5	6	3	-1	2	1
38) Cn1c(=O)n(C)c2cc(NC(=O)CSc3nc4ccccc4c(=O)[nH]3)ccc21
  -10	-1	9	4	0	1	4
39) COc1ccc(C(CNC(=O)c2ccc(NS(=O)(=O)c3ccc(F)cc3)cc2)N2CCOCC2)cc1 (stereo not given)
  5	1	17	?	5	0	.
40) Cn1cccc1CC(=O)N/N=C/c1ccc([N+](=O)[O-])cc1
  .	-3	11	12	2	.	6
41) CCOc1ccc(NC(=O)C(C)O)c(NS(=O)(=O)c2ccc(CCNC(C)=O)cc2)c1 (stereo not given)
  -4	0	.	7	0	4	-5
42) C=C(C)C(O)COc1c2occc2c(OC)c2ccc(=O)oc12 (stereo not given)
  1	1	.	-4	-3	-3	-9
43) COc1ccc(-c2nn(-c3ccccc3C)cc2CNC(C)c2cn(C)nc2C)cc1F (stereo not given)
  7	0	-21	-1	-1	-3	11
44) O=C(CCCOc1ccc(Cl)cc1Cl)NCCc1ccccn1
  6	-3	-4	9	2	0	46
45) COc1ccc(C(=O)NCC(c2ccco2)N2CCCCC2)cc1S(=O)(=O)Nc1ccc(C)cc1 (stereo not given)
  10	1	1	-1	2	-3	5
46) CN1CCN(C(=O)C[C@H]2CC[C@H]3[C@@H](COC[C@@H](O)CN3C(=O)Cc3ccccc3)O2)CC1
  -9	-1	0	4	1	8	3
47) Cc1cccc(-c2cc(C(=O)Nc3ccncc3)c3ccccc3n2)c1
  -38	0	-10	?	6	-1	.
48) CCc1ccc(S(=O)(=O)NCCc2csc(C)n2)s1
  7	1	4	4	1	-10	12
49) CCSc1nnc(NC(=O)CN2C(=O)NC3(CCCC3)C2=O)s1
  -14	-2	-3	9	3	2	-3
50) C/C=C/c1ccc(C2[C@H]3CNC[C@@H]2N3C(=O)NC2CCCCC2)cc1 (stereo not given in full)
  -17&5	2	-2	6&-1	-2	.	-13
51) C[C@@H]1CN([C@H](C)CO)C(=O)c2cc(NC(=O)NC3CCCCC3)ccc2O[C@@H]1CN(C)S(=O)(=O)c1ccccc1
  10	-3	8	-5	4	-4	16
52) CC(=O)c1ccc(O)c(CSC2=NCCS2)c1
  5	3	7	5	11	-8	9
53) CNC[C@H]1OCCCC[C@H](C)Oc2ccc(NC(=O)C3CCCCC3)cc2C(=O)N([C@@H](C)CO)C[C@@H]1C
  2	-1	-18	?	-2	3	2
54) COc1ccc(Cl)cc1NC(=O)CN1C(=O)NC(C)(Cc2ccc(OC)c(OC)c2)C1=O (stereo not given)
  8	-1	0	1	0	4	0
55) CCOc1ccc(CCN2C(=O)C(=O)N([C@@H](Cc3ccc(O)cc3)CN3CCC[C@H]3CN3C(=O)C(=O)NC[C@@H]3Cc3ccc(O)cc3)C[C@@H]2Cc2ccc(O)cc2)cc1
  -2	0	-18	-4	2	.	-6
56) COc1ccc(NC(=O)N(C)C[C@@H]2OCCCC[C@H](C)Oc3ccc(NS(=O)(=O)c4cn(C)cn4)cc3C(=O)N([C@@H](C)CO)C[C@@H]2C)cc1
  3	2	-15	2	-3	-7	-2
57) COc1ccc(-c2csc(NC(=O)c3c(C)noc3C)n2)cc1F
  -9	3	-48	-1	1	-1	-7
58) COc1ccc(/C(O)=C2/C(=O)C(=O)N(CCN(C)C)C2c2ccccc2)cc1Cl (stereo not given)
  -9	1	.	.	-4	-4	.
59) O=C(Cc1cccs1)Nc1ccc(-c2nnc(-c3ccco3)o2)cc1
  -24	4	-30	2	1	.	-2
60) C[C@@H]1CN([C@@H](C)CO)C(=O)c2cc(-c3cccc(C#N)c3)cnc2O[C@@H]1CN(C)C(=O)C1CC1
  2	2	.	12	-2	-7	-11

In another format: entries from further up.
| # | Molecule | LGR2 inh | SIRT5 block | PAX8 reporter | DENV2 CPE | Casp6 inh | ARNT TACC3 PPI | EWS-Fli inh |
| --- | --- | --- | --- | --- | --- | --- | --- | --- |
| 37 | COc1ccc(-c2csc(NC(=O)c3ccc(N4C(=O)CCC4=O)cc3)n2)cc1OC | 15 | -5 | 6 | 3 | -1 | 2 | 1 |
| 38 | Cn1c(=O)n(C)c2cc(NC(=O)CSc3nc4ccccc4c(=O)[nH]3)ccc21 | -10 | -1 | 9 | 4 | 0 | 1 | 4 |
| 39 | COc1ccc(C(CNC(=O)c2ccc(NS(=O)(=O)c3ccc(F)cc3)cc2)N2CCOCC2)cc1 (stereo not given) | 5 | 1 | 17 | ? | 5 | 0 | . |
| 40 | Cn1cccc1CC(=O)N/N=C/c1ccc([N+](=O)[O-])cc1 | . | -3 | 11 | 12 | 2 | . | 6 |
| 41 | CCOc1ccc(NC(=O)C(C)O)c(NS(=O)(=O)c2ccc(CCNC(C)=O)cc2)c1 (stereo not given) | -4 | 0 | . | 7 | 0 | 4 | -5 |
| 42 | C=C(C)C(O)COc1c2occc2c(OC)c2ccc(=O)oc12 (stereo not given) | 1 | 1 | . | -4 | -3 | -3 | -9 |
| 43 | COc1ccc(-c2nn(-c3ccccc3C)cc2CNC(C)c2cn(C)nc2C)cc1F (stereo not given) | 7 | 0 | -21 | -1 | -1 | -3 | 11 |
| 44 | O=C(CCCOc1ccc(Cl)cc1Cl)NCCc1ccccn1 | 6 | -3 | -4 | 9 | 2 | 0 | 46 |
| 45 | COc1ccc(C(=O)NCC(c2ccco2)N2CCCCC2)cc1S(=O)(=O)Nc1ccc(C)cc1 (stereo not given) | 10 | 1 | 1 | -1 | 2 | -3 | 5 |
| 46 | CN1CCN(C(=O)C[C@H]2CC[C@H]3[C@@H](COC[C@@H](O)CN3C(=O)Cc3ccccc3)O2)CC1 | -9 | -1 | 0 | 4 | 1 | 8 | 3 |

Next part.
Fields – LGR2 inh	SIRT5 block	PAX8 reporter	DENV2 CPE	Casp6 inh	ARNT TACC3 PPI	EWS-Fli inh
61) CC(C)(C)NC(=O)C(c1ccccn1)N(C(=O)C1CSC(=O)C1)c1cccc(F)c1 (stereo not given)
  2	0	26	-4	-1	-10	1
62) O=C(Cn1c(COc2ccccc2)nc2ccccc21)Nc1cc(Cl)ccc1Cl
  .	-5	-5	10	-2	5	-14
63) COc1ccc(NC(=O)Nc2ccc3[nH]ccc3c2)cc1
  -30	-1	-135	2	-2	.	-127
64) O=C(Nc1ccccc1Br)c1cc[n+]([O-])cc1
  -2	-1	-7	-3	-3	-3	-2

Rows are unselected; 4.9% or so of the library scored in one or more.
